Source: PubChem (NCI)
yeast bub3: NCI yeast anticancer drug screen, S. cerevisiae bub3 mutant strain. % growth inhibition at 50 µM. 78,000 compounds, 9.9% hits. AID 167;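 also: 0% = growth of vehicle-only cultures of the same strain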
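In this screen, a yeast mutant lacking normal mitotic checkpoint function is challenged with compound. Relative growth versus vehicle gives the inhibition value.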
sgs1 mgt1: NCI yeast anticancer drug screen, S. cerevisiae sgs1 mgt1 strain | % growth inhibition at 50 µM | 78,000 compounds, 10% hits | AID 161;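 also: 0% = growth of vehicle-only cultures of the same strain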
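Inhibition of yeast growth, normalised to vehicle-treated controls, is reported for a strain bearing genetic alterations in DNA damage repair.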
cln2 rad14: NCI yeast anticancer drug screen, S. cerevisiae cln2 rad14 strain; growth inhibition, % at 50 µM; 78,000 compounds, 8.3% hits;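 also: 0% = growth of vehicle-only cultures of the same strain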
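Yeast strain cln2 rad14, bearing defects in cell cycle control and DNA repair, serves as the test system; values reflect growth inhibition compared with vehicle.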
rad50: NCI yeast anticancer drug screen, S. cerevisiae rad50 strain; growth inhibition, % at 50 µM; 79,000 compounds, 10% hits;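 also: 0% = growth of vehicle-only cultures of the same strain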
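Genetically altered yeast (DNA repair pathway); compound treatment; growth inhibition vs vehicle ctrl.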
mec2-1: NCI yeast anticancer drug screen, S. cerevisiae mec2-1 strain. AID 157. growth inhibition, % at 50 µM. 79,000 compounds, 9% hits;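 also: 0% = growth of vehicle-only cultures of the same strain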
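Using mec2-1 yeast: add compound, measure growth, express inhibition versus vehicle-treated cultures.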
mlh1 rad18: NCI yeast anticancer drug screen, S. cerevisiae mlh1 rad18 strain; 79,000 compounds, 11% hits; growth inhibition, % at 50 µM;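 also: 0% = growth of vehicle-only cultures of the same strain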
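Test agents were incubated with a yeast strain of defined genotype (DNA damage repair defect). Inhibition of growth was derived by comparison with vehicle-exposed cultures.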
An asterisk follows results filed as active; nt = not tested or not shown. Rule as the data show it: active = growth inhibition above about 70%; inactive = the rest.

Each structure is followed by: mlh1 rad18, sgs1 mgt1, yeast bub3, rad50, cln2 rad14, mec2-1
O=C(COc1ccc(Cl)cc1)Nc1cccc2ccccc12
    47, 45, 4, 15, 9, 27
CCOc1ccccc1NC(=O)C(=O)C1C(=O)Nc2ccccc2S1=O (configuration not stated)
    -12, -10, -18, -21, 2, -19
CC(N1CCS(=O)(=O)CC1)P(=O)(O)O (configuration not stated)
    2, 9, 18, 0, -8, 8
CC1=CC(C)(C)NC(=S)N1CCO
    32, 25, 1, 2, 13, -19
COc1ccc(-c2ccccc2)cc1S
    -16, -6, 3, -16, 2, -11
C[Si](C)(C)c1ccc2c(c1O)C(=O)c1ccccc1C2=O
    3, 32, -1, 11, 54, 17
CCOC(=O)CC(=O)C(=O)NNC1=NCCN1
    15, 24, 13, 7, 2, 12
CC(C)(C)CC(C)(C)N(CSc1ccc([N+](=O)[O-])cc1)CSc1ccc([N+](=O)[O-])cc1
    3, 9, -8, -3, -5, 1
Cc1nnc2sc(C(=O)O)nn12
    -16, -11, -7, -18, -17, -4
CN(C)c1nnnn1-c1c(N)n(C)c(=O)n(C)c1=O
    -27, 0, -27, -30, 6, -23
c1ccc(-c2sc(-c3ccccc3)c3c2C2CCC3C2)cc1
    0, 14, 41, -12, 29, 6
CCOC(=O)C(N=Nc1ccccc1)C(C)=O (configuration not stated)
    6, 9, 10, 7, 7, 3
O=C1CC(c2ccccc2)=CN1c1ccc(Cl)cc1
    15, 25, 7, 2, -15, 22
O=C1C=Cc2ccccc2/C1=C/c1[nH]c(=O)[nH]c1O
    -5, -10, -3, -21, 3, -1
CS(=O)(=O)n1c(C(O)c2ccccc2)nc2ccccc21 (configuration not stated)
    14, 3, 6, 9, 28, 18
COc1c(OC(C)=O)cc2c(OC(C)=O)c1CC(C)CC(OC)C(O)C(C)/C=C(\C)C(OC(N)=O)C(OC)/C=C\C=C(/C)C(=O)N2 (configuration not stated)
    3, -5, -17, 4, 7, -33
O=CC(O)CO (configuration not stated)
    -5, 12, 9, 10, 4, 10
CCC1=C(C)C2=NC1=CC1=NC(=C(CC)/C1=C/O)C=C1N=C3C(=C1C)C(=O)C(C(=O)OC)C3=C1NC(=C2)C(C)C1CCC(=O)OC (configuration not stated)
    -34, -30, 9, 4, 6, 14
N#CC1=C(N)NC(=O)C(C(N)=O)C1c1ccccc1Cl (configuration not stated)
    -13, -12, -11, -17, -11, -13
CC1=NN(c2nc(N)nc(CSc3cc(Cl)c(C)cc3S(N)(=O)=O)n2)C(C)(C)C1
    -5, 12, -18, -16, -8, -9
OCC(O)C(O)C(O)c1nn(-c2ccccc2)c2nc3ccccc3nc12 (configuration not stated)
    17, 3, 11, 4, 7, 1
COc1cc(C2=N/C(=C\c3cc(Br)cc(Br)c3O)C(=O)O2)cc(OC)c1OC
    92*, 88*, 98*, 83*, 99*, 94*
C=CC1=C(C)C2=NC1=CC1=NC(=C(CC)/C1=C/O)C=C1C=C3C(=O)C(C(=O)OC)C(=C4NC(=C2)C(C)C4CCC(=O)OC/C=C(\C)CCCC(C)CCCC(C)CCCC(C)C)C3=N1 (configuration not stated) (tested in a mixture with another compound)
    -54, -9, -11, 0, -2, -24
Cc1ccccc1NCc1ccccc1
    23, 15, 0, 26, -30, -3
CN1CCN(C(=S)N(C(=O)c2cccs2)c2ccccc2)CC1
    -20, -22, -11, -59, 3, -33
CC(C)(C)C(=O)Oc1ccc([N+](=O)[O-])cc1
    10, -8, -33, 2, -30, 0
CCN(Cc1ccccc1)c1nnnn1-c1ccccc1
    -11, 8, 12, -2, 7, -5
CC12CCC(O)CC1=CCC1C2CCC2(C)C(C(=O)O)=CCC12 (configuration not stated)
    34, 30, 49, 1, 22, 47
O=C(NCCN1CCCC1)c1cn2c(ccc3sc4ccccc4c(=O)c32)n1
    20, 46, 26, 66, 37, 50
O=S(=O)(O)c1ccc(O)c2ncccc12
    26, 24, 12, 20, 21, 16

Individual results from the results shown:
In cln2 rad14, `CCOC(=O)CC(=O)C(=O)NNC1=NCCN1` is entered as 2
In mec2-1, `CCC1=C(C)C2=NC1=CC1=NC(=C(CC)/C1=C/O)C=C1N=C3C(=C1C)C(=O)C(C(=O)OC)C3=C1NC(=C2)C(C)C1CCC(=O)OC` (configuration not stated) is entered as 14

Following part.
Each structure is followed by: mlh1 rad18, sgs1 mgt1, yeast bub3, rad50, cln2 rad14, mec2-1
Nc1ccc2c(=O)[nH][nH]c2c1
    -9, -25, -25, -27, 11, -40
COc1cccc2c1Cc1ccccc1-2
    24, 13, 43, 50, 13, -4
O=C1c2cc3c(cc2C(=O)c2[nH]ncc21)OCO3
    17, 17, 19, 60, -20, 30
CCOc1ccc(NC(=S)NC2CCCCCCCCCCC2)cc1
    33, nt, nt, 16, nt, 10
O=C(O)C(Cc1ccc(O)cc1)NC(=O)C(CSC(c1ccccc1)(c1ccccc1)c1ccccc1)NC(c1ccccc1)(c1ccccc1)c1ccccc1 (configuration not stated)
    23, 12, -5, 4, -2, 31
Cc1ccc(O)c(C(C)(C)C)c1
    8, 20, -1, 15, 21, -8
CC(=O)COc1cccc2ccccc12
    -2, -2, -24, -1, -36, -3
O=C1CC(c2ccccc2)C(=O)N2C(=O)CC(c3ccccc3)C(=O)N12 (configuration not stated)
    46, 1, 72*, 42, -27, 8
C/C=C(/CCCCCOCOCCOC)[Si](C)(C)C
    -22, -21, -25, -31, -25, -32
CCOC(=O)/C=C/SCCC(=O)OC
    41, 8, 15, 37, 12, 22
CCOc1ccc(Cc2ccccc2)cc1
    -5, -7, -8, -9, 2, -24
O=C(Nc1cc(-c2ccccc2)[nH]n1)c1ccccc1F
    90*, 93*, 89*, 88*, 66, 86*
COc1cc([C@@H]2c3cc4c(cc3[C@H](OC3OC5COC(C(C)C)OC5C(O)C3O)C3COC(=O)[C@@H]32)OCO4)cc(OC)c1OC (some centres not stated)
    -42, 31, 9, 12, 3, 47
C=C1C=[n+]2ccccc2=N1
    -15, -10, -1, -14, -24, -9
CN(C)CCCNC(=O)c1c(-c2cccnc2)cnc2ccccc12
    -6, -15, 2, -14, -6, -10
CCN(C(=O)NC(C)(C)C)c1cccc(C)c1
    6, 0, 0, 3, -20, -2
[N-]=[N+]=Nc1ccnc2c(C(F)(F)F)cccc12
    -2, -8, -14, -20, -60, -18
CC(=O)OC(C)C1C2=C(C(=O)CC1(C)O)C(=O)c1c(ccc(-c3ccc4c(c3O)C(=O)C3=C(C4=O)C(C(C)OC(C)=O)C(C)(O)CC3=O)c1O)C2=O (configuration not stated)
    77*, 77*, 71*, 73*, 71*, 80*
Cn1cc(C2Cc3ccccc3NC3=C2C(=O)CC(C)(C)C3)c2ccccc21 (configuration not stated)
    12, -11, -19, 13, 0, -1
O=C1COCCO1
    -20, 6, -7, 2, -14, -9
CC1c2c(ccc3ccccc23)CCC1CC1CCCc2ccc3ccccc3c21 (configuration not stated)
    18, 5, -1, 46, 2, -6
O=C(/C(O)=C(\O)C(=O)N(C1CCCCC1)C1CCCCC1)N(C1CCCCC1)C1CCCCC1
    98*, 97*, 96*, 97*, 80*, 98*
Nc1c(Br)cc(Br)cc1-c1cc(Br)cc(Br)c1N
    24, 10, 13, 4, 5, 17
Nc1ncnc(N2CCOCC2)c1N
    84*, 1, -11, 12, 84*, 30
COC1OC(CO)C(O)C(Nc2ccc([N+](=O)[O-])cc2[N+](=O)[O-])C1O (configuration not stated)
    1, 19, -11, 7, -54, 1
CC(=O)NC1CCCC(CC2CCCCC2)C1 (configuration not stated)
    -15, -8, 18, 18, -56, 0
O=S1c2ccccc2S(=O)c2ccccc21 (configuration not stated)
    1, 1, 1, 0, -1, -6
CCOC(=O)C(NC(=O)CC)(Nc1ccc(S(=O)(=O)Nc2nc(C)cc(C)n2)cc1)C(F)(F)F (configuration not stated)
    8, 9, 2, -6, 22, -3
C#CCNC1=CC(=O)CCC1
    18, -5, 35, -12, 58, 10
CN1C(=O)C(Cl)(C(Cl)(Cl)S(=O)(=O)O)C(=O)c2ccccc21 (configuration not stated)
    28, -8, 4, 42, 34, 18

Part of the list above, reformatted.
smiles	mlh1 rad18	sgs1 mgt1	yeast bub3	rad50	cln2 rad14	mec2-1
CCN(Cc1ccccc1)c1nnnn1-c1ccccc1	-11	8	12	-2	7	-5
CC12CCC(O)CC1=CCC1C2CCC2(C)C(C(=O)O)=CCC12 (configuration not stated)	34	30	49	1	22	47
O=C(NCCN1CCCC1)c1cn2c(ccc3sc4ccccc4c(=O)c32)n1	20	46	26	66	37	50
O=S(=O)(O)c1ccc(O)c2ncccc12	26	24	12	20	21	16
Nc1ccc2c(=O)[nH][nH]c2c1	-9	-25	-25	-27	11	-40
COc1cccc2c1Cc1ccccc1-2	24	13	43	50	13	-4
O=C1c2cc3c(cc2C(=O)c2[nH]ncc21)OCO3	17	17	19	60	-20	30
CCOc1ccc(NC(=S)NC2CCCCCCCCCCC2)cc1	33	nt	nt	16	nt	10
O=C(O)C(Cc1ccc(O)cc1)NC(=O)C(CSC(c1ccccc1)(c1ccccc1)c1ccccc1)NC(c1ccccc1)(c1ccccc1)c1ccccc1 (configuration not stated)	23	12	-5	4	-2	31
Cc1ccc(O)c(C(C)(C)C)c1	8	20	-1	15	21	-8
CC(=O)COc1cccc2ccccc12	-2	-2	-24	-1	-36	-3
O=C1CC(c2ccccc2)C(=O)N2C(=O)CC(c3ccccc3)C(=O)N12 (configuration not stated)	46	1	72*	42	-27	8
C/C=C(/CCCCCOCOCCOC)[Si](C)(C)C	-22	-21	-25	-31	-25	-32
CCOC(=O)/C=C/SCCC(=O)OC	41	8	15	37	12	22
CCOc1ccc(Cc2ccccc2)cc1	-5	-7	-8	-9	2	-24
O=C(Nc1cc(-c2ccccc2)[nH]n1)c1ccccc1F	90*	93*	89*	88*	66	86*
COc1cc([C@@H]2c3cc4c(cc3[C@H](OC3OC5COC(C(C)C)OC5C(O)C3O)C3COC(=O)[C@@H]32)OCO4)cc(OC)c1OC (some centres not stated)	-42	31	9	12	3	47
C=C1C=[n+]2ccccc2=N1	-15	-10	-1	-14	-24	-9
CN(C)CCCNC(=O)c1c(-c2cccnc2)cnc2ccccc12	-6	-15	2	-14	-6	-10

(cont.)
Each structure is followed by: mlh1 rad18, sgs1 mgt1, yeast bub3, rad50, cln2 rad14, mec2-1
C[n+]1c(/C=C\c2ccccc2)sc2ccccc21
    87*, 89*, 77*, 83*, 75*, 82*
O=C1CN(c2ccccc2)C(=O)CN1/N=C/c1ccco1
    11, 15, 18, 4, 1, -6
NNc1cc(=O)[nH]c(N)n1
    -30, -31, -7, -18, -19, -19
CCN1c2ccccc2CC(C#N)(CCN(C)C)c2ccccc21 (configuration not stated)
    0, 3, 7, 2, -11, 5
C=CCN(CC=C)P(=O)(N(CC=C)CC=C)N(CC=C)CC=C
    21, 16, 18, 22, 0, 9
CC(C)(C)c1cc(O)cc(C(=O)O)c1O
    37, 28, 3, 43, 26, 20
CCCCCCCCCCCCCCCC[N+](C)(C)C(C)c1ccc(OC)cc1 (configuration not stated)
    92*, 90*, 92*, 91*, 86*, 90*
C=CCC(OC=O)c1ccccc1Cl (configuration not stated)
    -16, 13, -3, -6, 4, -2
